Assay outcomes: PubChem, The Scripps Research Institute Molecular Screening Center
TEAD-YAP block: TEAD-YAP interaction inhibition. HEK-TIYL cells, TEAD-Gal4/YAP UAS-luciferase luminescence. inhibition, % at 9.12 µM. 640,000 tested, 1.4% active. AID 1259422; in the data active = inhibition above about 32%;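 also: 0% = median of test compound wells and 100% = reference inhibitor wells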
FBW7 act: human FBW7 E3 ligase activation, primary screen; Q969H0; AlphaScreen FBW7–phospho-cyclin E peptide binding, activator screen; normalized activity (activation), % at 26.1 µM; 650,000 tested, 0.13% active; in the data active = normalized activity above about 1.9%;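 also: purified mutant Fbw7 with reduced substrate affinity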
Target sequence (Q969H0 whole entry, looked up): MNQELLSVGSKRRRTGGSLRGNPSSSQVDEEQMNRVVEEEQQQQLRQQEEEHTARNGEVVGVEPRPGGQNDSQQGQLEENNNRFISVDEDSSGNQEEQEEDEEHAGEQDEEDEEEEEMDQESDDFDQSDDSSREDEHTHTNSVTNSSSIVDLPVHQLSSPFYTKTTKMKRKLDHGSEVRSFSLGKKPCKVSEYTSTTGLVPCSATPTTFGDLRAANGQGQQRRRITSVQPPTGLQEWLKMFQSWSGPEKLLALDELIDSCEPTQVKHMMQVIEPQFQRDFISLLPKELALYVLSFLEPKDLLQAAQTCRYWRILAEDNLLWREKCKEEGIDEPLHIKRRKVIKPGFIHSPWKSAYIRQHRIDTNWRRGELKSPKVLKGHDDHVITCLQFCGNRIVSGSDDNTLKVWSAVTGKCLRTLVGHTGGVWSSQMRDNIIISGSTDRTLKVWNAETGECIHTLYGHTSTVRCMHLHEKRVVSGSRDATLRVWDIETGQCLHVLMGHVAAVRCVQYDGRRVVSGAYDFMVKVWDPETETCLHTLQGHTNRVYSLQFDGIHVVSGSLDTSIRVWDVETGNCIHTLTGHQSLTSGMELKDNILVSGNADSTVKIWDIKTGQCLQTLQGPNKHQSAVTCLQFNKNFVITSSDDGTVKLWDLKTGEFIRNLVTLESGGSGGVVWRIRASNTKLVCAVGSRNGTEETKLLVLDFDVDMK
MITF inh: inhibitors of human MITF; AID 1259374; 650,000 tested, 0.91% active; AlphaScreen MITF homodimerization, bead proximity signal; O75030; inhibition, % at 2.6 µM; in the data active = inhibition above about 50%;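 also: 0% = vehicle wells with protein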
GPR151 ag: human GPR151 activation; PathHunter beta-arrestin GPR151 cells, luminescence; Q8TDV0; activation, % at 11.2 µM; 650,000 tested, 1% active; in the data active = activation above about 4.9%;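 also: 0% = median of compound wells and 100% = cells with positive control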
Starred values were filed as active, the others as inactive.

Structure | GPR151 ag | TEAD-YAP block | MITF inh | FBW7 act
COc1ccc(S(=O)(=O)N(C)CC(=O)Nc2ccc(Oc3ccccc3)cc2)cc1C | 0.1 | 20 | -17 | -0.2
COCCNc1cc(=O)n(C)c(=O)n1Cc1ccc(F)cc1F | 0.0 | 9 | -3 | 0.0
O=C(Nc1nnc(-c2ccc([N+](=O)[O-])cc2)s1)c1ccccc1F | 1.1 | 3 | 15 | 0.1
O=C(NCCCN1CCCC1=O)c1ccc(OC2CCN(CCc3ccccc3)CC2)cc1 | 0.1 | -6 | 18 | 0.3
O=C(COc1ccc([N+](=O)[O-])cc1)NNC(=O)c1ccco1 | -0.3 | -1 | 19 | -0.1
O=C(COc1ccccc1)NC(/C=C/c1ccccc1)c1c(O)ccc2ccccc12 (stereo unspecified) | 1.7 | -4 | -1 | -0.1
COc1cccc(C2=NOC(C(=O)NC3CCCCC3)C2)c1OC (stereo unspecified) | -0.2 | -5 | 9 | 0.7
O=C1CC(=O)Nc2cc(S(=O)(=O)NCCc3ccccc3)ccc2N1 | -1.3 | -16 | 2 | 0.0
CCC(=O)N1CCCN(c2nc3cc(C)ccc3cc2C#N)CC1 | -0.7 | -6 | 10 | -0.1
CCOC(=O)C1=C(C)OC(N)=C(C#N)C1c1ccc(F)cc1F (stereo unspecified) | 0.2 | 1 | 11 | -0.1
Cc1ccc(/C=C/C2=NC(=C\c3cccc([N+](=O)[O-])c3)/C(=O)O2)cc1 | 0.7 | 6 | 7 | 0.0
CCOC(=O)C(CC(C)C)N(Cc1cccc(C)c1)S(=O)(=O)c1ccc([N+](=O)[O-])cc1 (stereo unspecified) | 0.9 | 13 | 5 | -0.2
COc1ccc(-n2cc(C(=O)NC(C)c3ccccc3)c3ccccc3c2=O)cc1 (stereo unspecified) | -0.4 | 6 | -16 | 0.1
COc1cc(COc2ccc3c4c(c(=O)oc3c2C)CCCC4)cc(OC)c1OC | 0.2 | -10 | 3 | 0.1
COC(=O)COc1ccc2c(-c3ccccc3)cc(=O)oc2c1C | 0.5 | 10 | 3 | 0.1
CC(C)(C)c1ccc(C(=O)NCCC(=O)NCCc2ccccc2)cc1 | 0.5 | 0 | 10 | 0.0
COCCCN1C(=O)C(O)=C(C(=O)c2ccco2)C1c1ccc(C(C)(C)C)cc1 (stereo unspecified) | -0.4 | 17 | 19 | 1.4
Cc1ccccc1NC(C)C(=O)N/N=C/c1cccs1 (stereo unspecified) | 0.4 | 4 | 1 | -0.1
CCN(CC)c1ccc(/C=C(\C#N)c2ccc([N+](=O)[O-])cc2)cc1Br | 0.3 | -1 | -2 | 0.0
COc1ccc2cc(/C(C)=N/Nc3nc(C)cc(C)n3)ccc2c1 | 0.3 | 2 | 13 | 0.0
CCOc1cc(CN2CCN(C(=O)c3ccccc3F)CC2)ccc1OC | -0.9 | 1 | 34 | 0.0
COc1ccc2c(c1)N(C)/C(=C/c1cccc[n+]1C)S2 | -0.9 | 77* | 12 | -0.1
N#Cc1cc(SCCC(=O)O)c(N2CCOCC2)cc1C#N | 0.5 | 4 | -7 | 0.0
NC(=S)C1COc2ccccc2O1 (stereo unspecified) | 0.9 | 13 | 14 | 0.0
CC(=O)Nc1ccc(Nc2nc(Nc3ccncn3)nc3c2ncn3-c2ccsc2)cc1 | -0.4 | 6 | 1 | 0.8
CCOC(=O)N1CCC(NC(=O)CCC(=O)N2CC(C)Oc3ccc(C)cc32)CC1 (stereo unspecified) | 0.5 | 3 | 13 | 0.0
Cc1ccc(C(=O)COC(=O)C(CCCCN2C(=O)C3C4CCC(C4)C3C2=O)N2C(=O)C3C4CCC(C4)C3C2=O)cc1C (stereo unspecified) | -0.3 | 2 | 2 | -0.1
CCN(CC)C(=O)c1cncc(C(=O)N(CC)CC)c1-c1ccccc1 | -0.5 | 3 | -3 | -0.1
COc1ccc(NC(=O)N2CC(C)Sc3ccccc32)c(OC)c1 (stereo unspecified) | -0.8 | -10 | -10 | -0.1
Cc1cc(S(=O)(=O)NC(C)C)ccc1OCC(=O)N1CCCC1 | 0.4 | -7 | 12 | 0.0
O=C(Nc1ccc2ccccc2c1)c1ccc(Br)cc1F | -2.5 | 11 | 11 | 0.5
Cc1ccc(S(=O)(=O)N(C)C)cc1NC(=O)c1n[nH]c(=O)c2ccccc12 | 0.9 | 5 | 4 | -0.1
O=C(Nc1ccncc1)c1ccc(N2CC3CC(C2)c2cccc(=O)n2C3)c(NC(=O)c2cc3ccccc3oc2=O)c1 (stereo unspecified) | 0.2 | -5 | 23 | 0.0
COc1ccccc1/C=N/NC(=O)N/N=C/c1ccccc1OC | 0.6 | -4 | 16 | 0.0
N#CC1=C(N)Oc2n[nH]c(-c3ccccc3)c2C1c1ccc([N+](=O)[O-])cc1 (stereo unspecified) | -1.4 | 2 | 28 | -0.6
O=C1CCc2cc(NS(=O)(=O)c3ccc(Br)cc3)cc3c2N1CCC3 | -0.2 | 3 | -3 | 0.1
COc1cccc(-n2nc(C(=O)Nc3ccccn3)c3ccccc3c2=O)c1 | 0.5 | 9 | -8 | 0.1
Cc1ccc(Cl)cc1NC(=O)Cn1cccc1 | 0.4 | -1 | -8 | 0.0
CC(C)(C)C(=O)Nc1cc(C(F)(F)F)ccc1N1CCOCC1 | -1.3 | -11 | 5 | 0.0
O=c1c2c3c(sc2nc(SCc2ccc4c(c2)OCO4)n1-c1ccccc1)CCC3 | -1.0 | 4 | 10 | -0.1
COc1ccc(OC)c(CCN=C2NS(=O)(=O)C(c3ccc(C)cc3)=C2C)c1 | -0.3 | 5 | 1 | -0.5
Cc1nnc(NC(=O)c2ccn[nH]2)s1 | 0.3 | -7 | 7 | -0.1
CS(=O)(=O)N(CC(=O)NC1CC2CCC1C2)c1ccc(I)cc1 (stereo unspecified) | 0.3 | -9 | 10 | 0.4
CCOC(=O)/C=C/C(=O)Nc1cc(Cl)c(Cl)cc1Cl | 1.0 | 58* | -1 | 0.0
O=C(NCCc1ccccc1)C1CC12CCN(C(=O)CSc1ccccn1)CC2 (stereo unspecified) | -1.7 | -9 | 1 | 0.7
CCN(CC(=O)NC(C)C)C(=O)Cn1c(NCCO)nc2ccccc21 | 0.4 | -3 | 9 | 0.0
CC(=O)N1CCc2nc3sc(C(=O)NCc4ccccc4)c(N)c3c(C(F)(F)F)c2C1 | 1.6 | -7 | -6 | -0.2
CCc1ccc(N2CN=c3s/c(=C4\C(=O)Nc5ccc(OC)cc54)c(=O)n3C2)cc1 | 1.2 | -3 | -26 | 0.7
Cc1ccc(S(=O)(=O)c2nnn3c2nc(NCc2cccs2)c2ccccc23)cc1 | 0.0 | 5 | 6 | 0.9
O=[N+]([O-])c1ccccc1-c1nnc(CSc2nnc(-c3ccccc3O)o2)o1 | 1.9 | 5 | 7 | -0.4
CC(C)CN(C(=O)Cc1cccs1)c1nnc(-c2cccnc2)s1 | -0.1 | -21 | 20 | -0.1
OCc1cccc(-c2ccc3c(c2)COC2(CCNCC2)O3)c1 | -0.1 | 6 | -4 | 0.0
O=[N+]([O-])c1ccc(CN2CCN(c3cccc(Cl)c3)CC2)o1 | 1.4 | 5 | 21 | -0.3
O=C(NNC(=S)Nc1ccc(Br)cc1)c1ccc(N2CCCCCC2)c([N+](=O)[O-])c1 | 0.5 | -9 | 3 | 0.0
Cc1cc(N)n(-c2c(Cl)cc(Cl)cc2Cl)n1 | 1.5 | 4 | 4 | 0.1
CCOc1cc(-c2ccc(OC)cc2)cc(=O)c2c(C)oc(C)c12 | 1.9 | -6 | 5 | 0.1
Cc1ccc(NC(=O)c2ccc(F)c(S(=O)(=O)N3CCC4(CC3)OCCO4)c2)cc1F | -0.6 | -9 | -2 | -0.2
CC1=C(C(=O)OC2CCCC2)C(c2ccc(C)cc2)C2=C(CC(C)(C)CC2=O)N1 (stereo unspecified) | -2.1 | 6 | 8 | 1.0
Cc1ncc2c(c1CNC(=O)CN1CCCCC1)CCN(C(=O)c1c(F)cccc1F)C2 | -1.0 | -4 | 14 | 0.8
O=C(O)c1cc(NC(=O)C2CC=CCC2C(=O)O)ccc1N1CCOCC1 (stereo unspecified) | -0.6 | 7 | 11 | 0.3

Whole records, quoted from the list.
`CCOC(=O)N1CCC(NC(=O)CCC(=O)N2CC(C)Oc3ccc(C)cc32)CC1` (stereo unspecified) is entered as GPR151 ag = 0.5; TEAD-YAP block = 3; MITF inh = 13; FBW7 act = 0.0
`COc1ccccc1/C=N/NC(=O)N/N=C/c1ccccc1OC` is entered as GPR151 ag = 0.6; TEAD-YAP block = -4; MITF inh = 16; FBW7 act = 0.0

Following part:
Structure | GPR151 ag | TEAD-YAP block | MITF inh | FBW7 act
COc1ccc(-c2nc(-c3ccc(Br)o3)no2)cc1 | -0.1 | -55 | 18 | 0.1
Cc1ccc(/C(O)=C2/C(=O)C(=O)N(CCN(C)C)C2c2ccncc2)cc1 (stereo unspecified) | -0.7 | 0 | 8 | -0.1
CC(=O)c1ccc(NC(=O)/C(=C\c2cccs2)NC(=O)c2ccco2)cc1 | 0.2 | 6 | 2 | 0.1
O=C(CN1CCOCC1)N1N=C(c2c(-c3ccccc3)c3cc(Cl)ccc3[nH]c2=O)CC1c1ccccc1Cl (stereo unspecified) | 0.2 | -5 | 1 | -0.1
CCCCN(C)CCNC(=O)C1CC(=O)N(CCc2ccc(C)cc2)C1 (stereo unspecified) | 1.4 | -7 | 0 | 0.1
CN(C)C(=O)N1CCC(C(=O)N2CCCC(N3CCN(c4ccccc4)CC3)C2)CC1 (stereo unspecified) | 1.3 | 4 | 6 | -0.1
FC(F)(F)c1cccc(-n2cc(-c3ccccc3)c3c(N4CCN(c5cccc(Cl)c5)CC4)ncnc32)c1 | 1.2 | 2 | 3 | 0.1
C[C@H](O)[C@H]1NC(=O)[C@@H]2C[C@H](NC(=O)c3cc(Cl)cc(Cl)c3)CN2C1=O | -0.4 | 15 | 13 | 0.8
O=C(CCCCC(=O)NCCO)NCCO | -1.3 | -10 | 1 | 0.1
CSc1cccc(NC(=O)C2C3C=CC4(O3)C2C(=O)N(C2CC2)C4C(=O)NC2CCCCC2)c1 (stereo unspecified) | 1.3 | 13 | -8 | -0.1
CCCCn1c(CNC(=O)c2cccc(C)c2)nnc1SCC(=O)Nc1sc2c(c1C(=O)OCC)CCCCC2 | 2.1 | -7 | -13 | -0.1
O=C(CN(c1ccccc1)S(=O)(=O)c1ccccc1)NCCSc1ccccc1 | -0.4 | 7 | -14 | -0.1

Four records drawn at random from the list so far:
Structure | GPR151 ag | TEAD-YAP block | MITF inh | FBW7 act
Cc1ccc(NC(=O)c2ccc(F)c(S(=O)(=O)N3CCC4(CC3)OCCO4)c2)cc1F | -0.6 | -9 | -2 | -0.2
COc1ccc(NC(=O)N2CC(C)Sc3ccccc32)c(OC)c1 (stereo unspecified) | -0.8 | -10 | -10 | -0.1
CCOC(=O)C(CC(C)C)N(Cc1cccc(C)c1)S(=O)(=O)c1ccc([N+](=O)[O-])cc1 (stereo unspecified) | 0.9 | 13 | 5 | -0.2
CCc1ccc(N2CN=c3s/c(=C4\C(=O)Nc5ccc(OC)cc54)c(=O)n3C2)cc1 | 1.2 | -3 | -26 | 0.7

(continued)
Structure | GPR151 ag | TEAD-YAP block | MITF inh | FBW7 act
CC(C)CCOc1ccc(C(=O)CCNC(Cc2c[nH]c3ccccc23)C(=O)O)cc1 (stereo unspecified) | -1.5 | 16 | 10 | 0.1
CCOc1ccccc1NC(=O)C1CCCN1C(=O)Nc1ccccc1 (stereo unspecified) | -0.7 | 0 | 3 | 0.0
COc1cccc(CCNC(=O)c2c(O)nc3cc(C)ccn3c2=O)c1 | -1.4 | 4 | 13 | 0.2
COc1ccc(OC)c(NC(=O)C2CCCN2C(=O)OCc2ccccc2)c1 (stereo unspecified) | -0.5 | -5 | -4 | -0.1
CCOP(=O)(OCC)C1=C(O)CN(c2ccc(OC)cc2)C1=N | 0.7 | 14 | 1 | 0.0
CCCNC(=O)Cn1nc(C(=O)O)c2ccccc2c1=O | 1.2 | -3 | -4 | -0.1
COc1ccccc1NC(=O)c1sc2nc3n(c(=O)c2c1C)CCCC3 | -0.3 | -9 | -6 | -0.1
O=C(Nc1ccc(-c2nc3cc(Cl)ccc3o2)cc1)c1cc([N+](=O)[O-])ccc1Br | -0.2 | 8 | -12 | 0.2
N#Cc1ccccc1OCC(=O)Nc1ccc(F)c(F)c1 | -1.1 | -94 | 8 | 0.0
Cc1nonc1CN(C)C(=O)C1CC12CCN(Cc1cc3c(cc1Cl)OCO3)CC2 (stereo unspecified) | 0.5 | 0 | -4 | -0.2
Cc1cc(NCc2ccc(F)cc2Cl)n2nnnc2n1 | 0.3 | -3 | 4 | -0.1
Cc1cc(C(F)(F)F)n2nc(N)nc2n1 | 2.4 | 1 | 19 | 0.1
O=c1c2ccccc2ncn1Cc1cccc(Br)c1 | -1.6 | 15 | 1 | 0.7
Oc1c(/C=N/n2cnnc2)cc(Br)c2ccccc12 | -0.5 | 1 | 3 | 0.0
COCCn1c(=NC(=O)c2cccs2)sc2cc(S(N)(=O)=O)ccc21 | -1.1 | 2 | -5 | -0.1
CC1=CC(=C(C#N)C#N)C=C(C)N1C(C)C | 3.4 | -3 | -9 | -0.3
COc1cc(Nc2nc(Nc3ncccn3)nc3c2ncn3C(C)C)cc(OC)c1OC | 3.6 | 7 | -10 | 0.1
COc1ccc(OC)c(NC(=O)C(=O)NNC(=O)COc2ccc(Cl)cc2)c1 | -0.3 | -3 | -6 | -0.1
